Assay outcomes (PubChem)
TAAR1 ag: human TAAR1 agonism | CHO RD-HGA16 TAAR1, Fluo-8 calcium fluorescence; vehicle wells 0%, saturating PEA agonist 100% | activation, % at 3 µM | 360,000 tested, 0.99% active;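 active = activation above the mean activation of all test compounds in the run plus 3 SD, cut at about 38% in these data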
Target sequence (Q96RJ0 whole entry, looked up): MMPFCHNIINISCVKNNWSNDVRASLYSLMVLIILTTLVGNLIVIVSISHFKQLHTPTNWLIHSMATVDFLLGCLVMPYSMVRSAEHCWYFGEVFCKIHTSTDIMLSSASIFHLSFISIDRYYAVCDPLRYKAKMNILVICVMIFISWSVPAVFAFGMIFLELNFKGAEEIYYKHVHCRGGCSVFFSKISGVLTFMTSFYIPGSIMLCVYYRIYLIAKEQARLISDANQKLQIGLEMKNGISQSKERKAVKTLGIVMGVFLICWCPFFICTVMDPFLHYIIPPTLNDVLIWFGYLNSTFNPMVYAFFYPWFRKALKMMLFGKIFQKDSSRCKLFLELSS
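Signal – calcium-sensitive Fluo-8 signal, excitation 470-495, emission 515-575 nm · System – RD-HGA16 (CHO) cells co-expressing Gα16 and hTAAR1 · Incubation – 17-24 h seeding, 75 min 37 °C dye, 30 min RT · Compound dosing – 3 µM single concentration · Repeats – no replicates (n 1)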
TAAR1 antagonist: antagonists of human TAAR1; inhibition, % at 3 µM; 360,000 tested, 1.5% active; CHO RD-HGA16 TAAR1, Fluo-8 calcium fluorescence, antagonist; Q96RJ0;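 active = inhibition above a per-plate cutoff, the mean inhibition of test compounds on that plate plus 3 SD, cut at about 49% in these data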;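 also: 0% = DMSO plus EC80 beta-PEA response and 100% = DMSO alone without agonist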
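Test system: hTAAR1-expressing CHO RD-HGA16 cells, Gα16-coupled; Probe or stimulus: EC80 β-phenethylamine stimulus; Compound dosing: single nominal final test compound concentration of 3 µM; Timing: 140 s kinetic read after compound, 140 s after agonist; Signal: Fluo-8 calcium-sensitive fluorescence; Measure: % inhibition of agonist calcium response; Controls: DMSO and EC80 PEA controls.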
CHO-K1 Ca ag: M1 agonist counterscreen hit in parental CHO-K1 cells; Fluo-8 calcium fluorescence; scaled to maximal ATP response, vehicle zero; activation, % at 3 µM; 360,000 tested, 0.48% active; AID 602248; in the data active = activation above about 15%;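 also: untransfected CHO-K1 host cells lacking M1 receptor as counterscreen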
CHO-K1 Ca PAM: nonselective activator or artifact in parental CHO-K1 calcium assay; 360,000 tested, 0.02% active; AID 602247; ATP EC20, Fluo-8 calcium fluorescence; 0% at ATP EC20, 100% at ATP max; activation, % at 3 µM;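 active = activation above the run cutoff, the mean activation of all test compounds plus 3 SD, cut at about 40% in these data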;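 also: peak over basal fluorescence ratio in a 140 s read after ATP addition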
M1 antag: antagonists of human M1 muscarinic receptor. CHO-K1 hM1, Fluo-8 calcium fluorescence, ACh EC80 antagonist. inhibition, % at 3 µM. 360,000 tested, 1.3% active;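 active = percent inhibition above its own plate's cutoff, namely the mean of that plate's compound wells plus 3 SD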;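 also: peak over basal fluorescence ratio during 140 s after agonist addition; 0% = ACh EC80 plus DMSO and 100% = DMSO alone without agonist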
Target sequence (P11229 whole entry, looked up): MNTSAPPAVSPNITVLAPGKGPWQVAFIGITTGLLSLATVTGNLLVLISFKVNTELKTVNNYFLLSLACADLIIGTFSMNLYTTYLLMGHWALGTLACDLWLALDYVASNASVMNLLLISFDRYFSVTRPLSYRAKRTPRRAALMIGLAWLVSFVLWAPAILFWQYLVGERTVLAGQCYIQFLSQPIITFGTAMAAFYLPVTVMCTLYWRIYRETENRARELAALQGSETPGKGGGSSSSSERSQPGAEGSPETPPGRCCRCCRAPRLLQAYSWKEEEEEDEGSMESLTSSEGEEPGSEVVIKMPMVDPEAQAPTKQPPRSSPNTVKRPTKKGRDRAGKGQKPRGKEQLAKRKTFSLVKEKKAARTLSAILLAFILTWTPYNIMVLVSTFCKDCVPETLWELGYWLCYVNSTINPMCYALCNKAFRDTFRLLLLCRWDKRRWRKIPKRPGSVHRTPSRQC
M1 PAM: potentiates human M1 receptor response to acetylcholine | P11229 | 360,000 tested, 0.088% active | CHO-K1 hM1, Fluo-8 calcium fluorescence, ACh EC20; 0% = ACh EC20, 100% = maximal ACh | activation, % at 3 µM; in the data active = activation above about 19%, passing the limit was not always enough
CHRM1 agonist: activates human CHRM1 receptor; P11229; activation, % at 3 µM; 360,000 tested, 0.33% active; AID 588814; CHO-K1 hM1, Fluo-8 calcium fluorescence, agonist mode; 0% DMSO, 100% acetylcholine EC100;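 active = activation above the run's mean compound activation plus 3 SD, cut at about 16% in these data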;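 also: peak over basal fluorescence ratio within a 140 s kinetic read after compound addition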
CHO parental Ca: counter-screen for OX1R antagonists: effect in parental CHO cells; parental CHO-K1, ATP-induced calcium, Fluo-8 fluorescence; inhibition, % at 5.6 µM; 330,000 tested, 0.63% active; AID 463079;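 active = inhibition above that plate's mean sample inhibition plus 3 SD, cut at about 26% in these data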;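 also: 0% = ATP-challenged DMSO wells and 100% = DMSO wells without ATP; some compounds past the cut are filed as inactive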
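Material: Parental CHO cells | Reagent: ATP | Compound dosing: Single nominal dose of 5.6 µM per compound | Detection: Intracellular calcium via Fluo-8 no-wash fluorescent dye | Read-out: % inhibition of ATP-induced calcium mobilization | Benchmarks: Low control ATP plus DMSO, high control DMSO only | Replicates: Singlicate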
CHO-K1 Ca antag: nonselective inhibitor or artifact in parental CHO-K1 cells; ATP-induced calcium, Fluo-8 fluorescence; inhibition, % at 3 µM; 360,000 tested, 0.6% active;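 active = inhibition above a per-plate cutoff, the plate's mean sample inhibition plus 3 SD, cut at about 24% in these data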;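 also: 0% = DMSO plus EC80 ATP and 100% = DMSO alone without ATP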
* = called active by the depositor; / = not tested or not shown. No enrichment for hits; about 4.4% have a hit in one of these screens.

SMILES	TAAR1 ag	TAAR1 antagonist	CHO-K1 Ca ag	CHO-K1 Ca PAM	M1 antag	M1 PAM	CHRM1 agonist	CHO parental Ca	CHO-K1 Ca antag
COC(=O)C1C2C=CC3(CN(c4ccc(Cl)c(F)c4)C(=O)C13)O2 (stereo not given)	1	-7	0.4	13	-9	6	-2	-4	-6
S=C(Nc1ccc(Oc2ccccc2)cc1)N(CCCN1CCOCC1)Cc1ccccn1	2	-6	0.5	5	9	-7	-7	-14	-10
COc1cc(-c2nnc(SCC(=O)N3CCOCC3)o2)cc(OC)c1OC	1	-6	-0.1	5	-11	13	-2	0	-9
O=C(N=C1SC2CS(=O)(=O)CC2N1Cc1ccccc1Cl)C1CC1 (stereo not given)	8	-33	1.4	11	-19	18	0	4	-4
Cc1ccccc1NC(=O)Cn1c([N+](=O)[O-])cnc1C	-1	10	1.1	17	0	-1	-1	-5	-12
CC(C)C(NCc1c(Cl)cccc1Cl)C(=O)O (stereo not given)	6	11	0.2	6	1	2	-2	-3	-1
CCN1C(=O)N[C@@H](c2cccc(F)c2)C(C(=O)OC)=C1C	6	11	0.3	11	-9	6	-1	-16	-8
O=C(O)CCC(=O)Nc1ccc(-n2ccc(C(F)(F)F)n2)cc1	2	-3	0.0	-6	-10	21	2	-14	1
O=C(O)CSCC(=O)Nc1cccc(C(F)(F)F)c1	2	-1	0.3	15	1	-3	-4	-17	-7
Cc1nn(C(=O)c2cc([N+](=O)[O-])ccc2Cl)c(C)c1Br	3	-9	6.8	2	17	-9	-4	-11	2
COc1cc(OC)c(OC)cc1CNC(=O)c1cc(S(=O)(=O)N(C)c2ccccc2OC)ccc1C	8	28	4.3	6	1	5	-1	/	0
CCC(CC)C(=O)OCC(=O)C1(O)CCC2C3CCC4=CC(=O)CCC4(C)C3C(O)CC21C (stereo not given)	13	39	3.1	-14	68*	-29	0	/	-2
Cc1ccc(C)c(NC(=O)CN(C)C(=O)CCN2C(=O)c3ccccc3C2=O)c1	5	1	-0.1	17	-14	6	0	-29	-16
CCCCN1C[C@H](CO)Oc2cccc(F)c2S1(=O)=O	3	-10	0.8	-6	0	12	3	/	-5
Cc1n[nH]c(C)c1S(=O)(=O)N1CCCC(C(=O)Nc2nccs2)C1 (stereo not given)	15	7	-0.6	10	-18	6	0	-14	0
COc1cccc(CNC(=O)CCC2CCCN(C(=O)c3cccc4c(C)c(C)[nH]c34)C2)c1 (stereo not given)	2	-15	-0.3	4	-7	7	-5	-1	-15
O=C(CC1SCCNC1=O)Nc1cccc(Cl)c1 (stereo not given)	11	18	0.1	0	-5	10	0	3	-11
C/C(=N\Nc1cccc(C(=O)O)c1)c1cc2ccccc2o1	-1	-8	-0.7	-16	2	2	-2	15	2
CN(C)c1ccc(NC(=O)c2ccncc2)c2ccccc12	4	-10	0.1	15	-10	10	0	-9	5
O=S(=O)(Nc1cccc(-c2ccc(N3CCCCCC3)nn2)c1)c1ccccc1F	-2	-44	0.4	-4	11	-11	-6	-21	-8
O=C(CNc1cccc(S(=O)(=O)N2CCOCC2)c1)N1CCc2ccccc21	0	-6	1.1	-20	-22	3	-3	-21	-1
COC(=O)CSc1nnc(-c2cccnc2)n1-c1cc(OC)cc(OC)c1	12	-22	0.2	13	-6	0	-2	-11	-24
C[C@@H]1CN([C@H](C)CO)C(=O)CCCn2nncc2CO[C@@H]1CN(C)C(=O)c1cc(-c2ccccc2)on1	0	-3	1.6	23	-15	7	-8	/	-12
O=C(CNS(=O)(=O)c1ccccc1)OCC(=O)c1c[nH]c2ccccc12	33	11	2.0	-8	-2	2	-3	-17	-8
Cc1sc2nc(C(C)C)nc(SCC(=O)N3CCN(C(=O)c4ccco4)CC3)c2c1C	1	-10	0.5	5	-32	4	-8	-39	-10
Cc1nc2c(-c3ccc(F)cc3)c(C)nn2c(C)c1CCC(=O)N1CCN(c2ccccc2)CC1	-2	-13	0.7	3	-2	4	-1	-10	-2
C/C(CC(=O)Nc1cccc2c1CCCC2)=N\NC=O	8	0	-0.3	-11	8	1	-4	-18	7
CC(C)c1cccc(-c2csc(C(O)c3ccccc3)n2)c1 (stereo not given)	1	17	1.4	21	1	-1	-4	/	-17
CCOC(=O)C(=O)Nc1ccccc1C(=O)Nc1ccc(OC)cc1	5	-20	0.4	14	-12	6	-4	-1	-13
COc1cccc(C(=O)Nc2cccc(SC)c2)c1	13	1	0.3	21	-25	9	-7	-21	-9
O=C(CSc1nnc(-c2cccnc2)n1-c1ccccc1)Nc1ccc2c(c1)OCO2	4	9	0.4	10	11	-4	-6	-25	5
CC(=O)c1cccc(NC(=O)C23CC4CC(C2)CC(n2cncn2)(C4)C3)c1	1	6	7.4	25	-15	6	-6	-7	-3
Cc1ccc(N2CC(C(=O)NCc3n[nH]c(=O)c4ccccc34)CC2=O)cc1 (stereo not given)	-1	0	0.8	20	-18	10	-7	-2	-2
O=C(NCCOc1ccccc1F)C1CC(=O)N(c2ccc3c(c2)OCCO3)C1 (stereo not given)	-1	-21	0.2	-1	-3	3	-5	-6	-18
CCOc1ccc(NC(=S)NN2CCN(C)CC2)cc1	1	-6	0.2	14	-11	7	-6	-7	3
Cc1ccc(CCSCC(=O)O)cn1	5	-4	0.5	20	0	5	-5	-10	-6
COc1cccc(/C=N/NC(=O)c2cccc(N3CCCC3=O)c2)c1	1	1	1.4	12	-10	6	-3	2	-10
CC(=O)N1CCC(C(=O)Nc2cc(S(=O)(=O)N3CCCCC3)ccc2C)CC1	1	-2	0.1	-10	16	-8	-4	/	3
C=CCSc1cc(C)nc2c(-c3ccccc3)c(C)nn12	15	-5	-0.3	15	-5	6	-5	-25	-7
CCCCn1c(=O)c(CCC(=O)OCC(=O)Nc2ccc(F)c(Cl)c2)nc2ccccc21	2	25	-0.7	-4	9	-6	-3	-14	9

Of the compounds above, these contain a nitro group on carbon:
SMILES	TAAR1 ag	TAAR1 antagonist	CHO-K1 Ca ag	CHO-K1 Ca PAM	M1 antag	M1 PAM	CHRM1 agonist	CHO parental Ca	CHO-K1 Ca antag
Cc1ccccc1NC(=O)Cn1c([N+](=O)[O-])cnc1C	-1	10	1.1	17	0	-1	-1	-5	-12
Cc1nn(C(=O)c2cc([N+](=O)[O-])ccc2Cl)c(C)c1Br	3	-9	6.8	2	17	-9	-4	-11	2

(further entries)
SMILES	TAAR1 ag	TAAR1 antagonist	CHO-K1 Ca ag	CHO-K1 Ca PAM	M1 antag	M1 PAM	CHRM1 agonist	CHO parental Ca	CHO-K1 Ca antag
Clc1ccc(/C=N/Nc2nnc(-c3ncc[nH]3)c3ccccc23)cc1	10	40	4.0	-7	6	-1	-3	-10	-7
Cc1cc(C)n(CC(=O)N/N=C/c2ccccn2)n1	1	7	0.3	13	-5	1	-4	-4	-10
Cc1ccc(-n2c(-c3ccccc3)c[n+]3c2CCc2ccccc2-3)c(C)c1	1	15	4.0	6	55*	-21	-6	54*	13
O=C(NCc1n[nH]c(=S)n1Cc1ccccc1)c1ccccc1	9	5	0.6	10	-3	7	-4	-22	-12
COC(=O)C1CC(=O)N(c2ccc(OCc3ccccc3Cl)cc2)C1 (stereo not given)	3	7	4.3	14	-9	6	-2	-12	-8
COc1cc(OC)c2c(N)c(C#N)c(C(F)(F)C(F)(F)F)nc2c1	3	-14	0.2	13	-16	-3	-3	-8	-3
CCOC(=O)c1ccc(S(=O)(=O)N2CCC(C(=O)NCc3ccccc3OC)CC2)cc1	2	9	2.7	5	-6	5	-4	-26	-4
CC(C)CN1CCN(Cc2cnc(N3CCOCC3)s2)CC1CCO (stereo not given)	1	-10	0.6	3	-3	4	-6	-18	-12
COc1ccc(OC)c(/C=C2\SC(=S)N(NS(=O)(=O)c3ccccc3)C2=O)c1	-4	-10	-0.5	-29	4	-1	-2	-9	-9
COc1ccc(Br)cc1S(=O)(=O)N1CCCC1	14	1	0.1	-6	-15	3	-3	-10	-8
Cc1cccc(NC(=S)NC2CCCC2)c1	4	-3	1.0	24	-11	9	-12	-13	-11
c1cncc(CNc2ncnc3ccc(-c4cccnc4)cc23)c1	7	-3	0.5	8	1	4	-6	10	-7
O=C(CCN1C(=O)/C(=C/c2ccccc2)SC1=S)NCCCN1CCOCC1	5	-3	4.9	-7	-10	7	-7	-2	2
N#C/C(=N\Nc1ccccc1)C(N)=S	7	-6	5.6	3	-12	16	6	-10	18
N#CCC(=N)N1CCN(c2ccc(Cl)cc2)CC1	21	2	2.3	15	-9	10	-3	-14	-13
O=C(CCc1ccccc1)NNC(=O)c1ccc(Cl)cc1	6	-11	1.8	17	-17	12	-2	0	-20
Cc1cccc(NC(=O)CSc2nc(-c3ccccc3)c(C#N)c(=O)[nH]2)c1C	9	-2	0.3	6	-9	6	-1	-14	-5
COc1ccc(C)cc1NC(=O)C1CCCN(S(=O)(=O)c2ccc3c(c2)CCCN3C(C)=O)C1 (stereo not given)	0	-6	2.3	7	4	-4	3	-14	-10
O=C(CSc1nnc2ccccn12)Nc1ccc2c(c1)OCO2	1	-9	1.7	22	-9	9	-5	-6	-26
COC(=O)C1=C(C)N(c2ccc(S(N)(=O)=O)cc2)C(=O)C1	10	14	0.3	8	3	5	0	-7	-1
COc1ccccc1/C=C/C1C(C(=O)OCC(C)C)=C(C)N=C2SCCC(=O)N21 (stereo not given)	0	-48	-0.3	8	-5	6	-2	-20	-11
O=C(Nc1ccc2c(c1)OCO2)N1CCC(CO)(CC2CCCCO2)CC1 (stereo not given)	2	-18	5.9	1	15	-14	-4	-33	21
CCC(C(=O)NCC1CCCO1)n1nc(C)c2sc3ccccc3c2c1=O (stereo not given)	-3	-5	0.9	7	-6	2	-8	-28	-15
COC(=O)c1cc(NC(=O)c2ccc(C)cc2)c(=O)oc1C	6	2	-0.6	-5	-12	13	-6	-12	6
CCS(=O)(=O)N1CCN(S(=O)(=O)c2ccc(F)cc2)CC1	5	-17	-0.1	5	-3	6	-4	-3	-2
O=[N+]([O-])c1cccc(-n2nnnc2CN2CCCC2)c1	3	-24	-0.3	14	-17	9	-6	-2	-15
Cc1ccc(CNC(=O)CCC2CCCN(Cc3cccc4ncccc34)C2)o1 (stereo not given)	0	-22	-0.4	-11	3	-11	-12	-27	18
CCCNC(=O)C1CCN(S(=O)(=O)c2ccc3[nH]c(=O)ccc3c2)CC1	1	-10	0.5	3	-10	8	-1	4	5
COc1ccc(Cl)cc1CNC[C@H]1O[C@@H](n2ccc(N)nc2=O)[C@H](O)[C@@H]1O	0	-5	0.3	5	-8	6	0	/	7
CCOC(=O)N1CCC(NCCNC(=O)c2ccc(F)c(F)c2)CC1	1	-17	0.7	-18	74*	-31	64*	-14	3
